Screening results from PubChem BioAssay.
BaF3 parental: parental Ba/F3 viability inhibition as JAK2V617F counter-screen; CellTiter-Glo ATP luminescence; inhibition, % at 5.6 µM; hit rate 1.1% among 220,000; AID 1486;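 active = inhibition above a per-campaign cutoff, the mean inhibition of all tested compounds plus 3 SD, cut at about 27% in these data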;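 note: 0% = DMSO wells and 100% = JAK Inhibitor I control wells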
Wee1 stabilizer: blocks degradation of human Wee1 kinase; P30291; reporter increase, % at 5 µM; hit rate 1.2% among 220,000; HeLa Luc-Wee1K328M stability, luciferase luminescence; 100% = proteasome inhibitor MG132 effect;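 active = activation above the mean of all tested compounds plus 3 SD, set per screening run, cut at about 8.8% in these data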;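 note: cells exposed to compound for 20 h before luminescence read; 0% = DMSO alone and 100% = MG132 at 30 µM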
Target sequence (P30291 whole entry K328M): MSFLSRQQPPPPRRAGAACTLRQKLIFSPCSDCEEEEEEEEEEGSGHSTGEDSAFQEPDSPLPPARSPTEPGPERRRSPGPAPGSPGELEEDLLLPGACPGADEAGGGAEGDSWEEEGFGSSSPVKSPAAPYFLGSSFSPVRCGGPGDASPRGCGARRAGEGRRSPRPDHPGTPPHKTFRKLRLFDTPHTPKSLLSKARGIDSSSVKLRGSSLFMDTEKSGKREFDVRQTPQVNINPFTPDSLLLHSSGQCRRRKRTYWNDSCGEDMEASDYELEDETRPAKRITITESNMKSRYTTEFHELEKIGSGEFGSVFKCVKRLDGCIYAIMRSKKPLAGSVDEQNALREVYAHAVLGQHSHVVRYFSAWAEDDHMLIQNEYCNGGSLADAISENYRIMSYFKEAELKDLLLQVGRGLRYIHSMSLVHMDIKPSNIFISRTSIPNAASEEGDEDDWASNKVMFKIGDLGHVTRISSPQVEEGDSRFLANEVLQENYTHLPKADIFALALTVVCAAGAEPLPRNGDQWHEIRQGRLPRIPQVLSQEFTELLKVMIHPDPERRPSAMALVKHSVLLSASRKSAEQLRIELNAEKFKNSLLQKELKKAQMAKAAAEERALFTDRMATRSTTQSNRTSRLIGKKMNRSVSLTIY
Ba/F3 V617F tox: loss of viability in JAK2V617F-driven Ba/F3 cells; Ba/F3 EpoR-JAK2V617F viability, ATP luminescence; inhibition, % at 5.6 µM; hit rate 1.1% among 220,000;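 active = inhibition above the campaign mean plus 3 SD over all tested compounds, cut at about 24% in these data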;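 note: cytokine-independent growth of Ba/F3 cells driven by EpoR plus mutant JAK2; 0% = DMSO-treated cells and 100% = JAK inhibitor I control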
S1P4 antagonist: antagonists of human S1P4 receptor; O95977; S1P4-expressing cells, antagonist mode, reporter read-out; inhibition, % at 4.98 µM; hit rate 0.26% among 220,000; in the data active = inhibition above about 29%;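 note: 0% = wells stimulated with agonist and 100% = vehicle wells without agonist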
Target sequence (O95977 whole entry, looked up): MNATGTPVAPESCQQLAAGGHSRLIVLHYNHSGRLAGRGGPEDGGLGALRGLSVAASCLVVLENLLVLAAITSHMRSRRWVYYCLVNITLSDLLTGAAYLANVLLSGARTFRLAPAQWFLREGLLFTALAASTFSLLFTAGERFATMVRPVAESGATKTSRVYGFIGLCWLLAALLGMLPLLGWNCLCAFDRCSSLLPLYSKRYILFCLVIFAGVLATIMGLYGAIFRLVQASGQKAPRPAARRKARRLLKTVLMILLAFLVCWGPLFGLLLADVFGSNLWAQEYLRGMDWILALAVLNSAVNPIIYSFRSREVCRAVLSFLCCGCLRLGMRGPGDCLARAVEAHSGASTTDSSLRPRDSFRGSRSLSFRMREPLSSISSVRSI
Mdm2 ligase inh: blocks human Mdm2 ubiquitin ligase activity. cell-based MDM2 ubiquitination luciferase reporter, 2 h; 0 = plate control, 100 = twice control, blank-subtracted. signal enhancement, % at 5 µM. hit rate 0.11% among 210,000;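 active = signal enhancement of 30% or more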;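 note: luminescence tracks abundance of the self-degrading MDM2-luciferase fusion protein; higher signal means inhibition of MDM2 E3 ligase activity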
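System: stable MDM2–luciferase fusion reporter cells / Input: 2000 cells seeded into each well / Schedule: 4 h settle plus 2 h compound, 37 °C / Compound: single-point 5 µM / Buffer or medium: cells held in DMEM / Benchmarks: control and blank well means / Evaluation: percent signal gain over controls, blank-subtracted / Measured by: luciferase luminescence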
NPY-Y2 PAM-ag: human NPY-Y2 potentiation or agonism, primary screen | hit rate 0.45% among 220,000 | P49146 | activation, % at 3.6 µM | cells expressing NPY-Y2, potentiator/agonist read-out | AID 1359; in the data active = activation above about 27%;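 note: cells stimulated with NPY near EC25 plus isoproterenol at EC100; 0% = vehicle plus submaximal agonist and 100% = vehicle plus saturating agonist; some results beyond the cut were filed as inactive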
eIF4E 4G PPI: eIF4E/eIF4G interaction inhibition in translation initiation; TR-FRET eIF4E-eIF4GI(517-606) binding, 2 h; inhibition, % at 21.7 µM; hit rate 0.37% among 220,000;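 active = inhibition above about 30%, limit read from the data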;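 note: 0% = full FRET control wells and 100% = background wells lacking eIF4GI fragment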
PERK inhibitor: human PERK inhibition, primary cell-based screen; Q9NZJ5; CHO PERK-DD fusion, SEAP luminescence translation reporter; inhibition, % at 5.6 µM; hit rate 0.17% among 220,000; AID 1416;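 active = inhibition above the mean inhibition of all tested compounds plus 3 SD, set separately per screening campaign, cut at about 2.9% in these data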;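 note: PERK kinase domain activated by AP20187 dimerizer at 100 nM; 0% = DMSO with dimerizer and 100% = rapamycin at 8.4 µM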
S1P4 ag: agonists of human S1P4 receptor; O95977; hit rate 0.35% among 220,000; S1P4-expressing cell line, agonist reporter assay; activation, % at 4.98 µM; in the data active = activation above about 11%;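 note: 0% = DMSO vehicle and 100% = reference agonist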
* = called active by the depositor; [ ] = another dose, or the depositor's remark.

How did CCc1ccc(C(=O)COC(=O)[C@@H](NC(N)=O)[C@@H](C)CC)cc1 do in these assays?
BaF3 parental: 0; Wee1 stabilizer: -2; Ba/F3 V617F tox: -2; S1P4 antagonist: 9; Mdm2 ligase inh: -9; NPY-Y2 PAM-ag: -5; eIF4E 4G PPI: 3; PERK inhibitor: 2.0; S1P4 ag: 1.4

What do the screens show for `CCOC(=O)CNC(=O)N1CCCC(CNS(=O)(=O)Cc2ccccc2)C1` (stereo not drawn)?
BaF3 parental: 7; Wee1 stabilizer: -1; Ba/F3 V617F tox: -1; S1P4 antagonist: -9; Mdm2 ligase inh: -7; NPY-Y2 PAM-ag: -8; eIF4E 4G PPI: 2; PERK inhibitor: 0.1; S1P4 ag: -0.9

What do the screens show for `O=C1CC(N2CCSCC2)C(=O)N1c1cccc(Br)c1` (stereo not drawn)?
BaF3 parental: 4; Wee1 stabilizer: 1; Ba/F3 V617F tox: 2; S1P4 antagonist: -11; Mdm2 ligase inh: 1; NPY-Y2 PAM-ag: -4; eIF4E 4G PPI: 4; PERK inhibitor: 1.4; S1P4 ag: 2.6

How did O=C1Nc2ccc([N+](=O)[O-])cc2OC1CCN1CCN(Cc2ccccc2)CC1 (stereo not drawn) do in these assays?
BaF3 parental: 9; Wee1 stabilizer: 1; Ba/F3 V617F tox: 1; S1P4 antagonist: 4; Mdm2 ligase inh: 1; NPY-Y2 PAM-ag: -5; eIF4E 4G PPI: 1; PERK inhibitor: 0.5; S1P4 ag: 0.9

How did COc1ccc(N2CC(C)Cn3c2nc2c3c(=O)n(Cc3ccc(F)cc3)c(=O)n2C)c(OC)c1 (stereo not drawn) do in these assays?
BaF3 parental: 3; Wee1 stabilizer: 0; Ba/F3 V617F tox: 0; S1P4 antagonist: -2; Mdm2 ligase inh: -16; NPY-Y2 PAM-ag: 2; eIF4E 4G PPI: 0; PERK inhibitor: -0.2; S1P4 ag: -0.4

Results for Cc1nn(CCc2nc(-c3ccco3)cs2)c2[nH]c(=O)cc(C(F)(F)F)c12 ?
BaF3 parental: 6; Wee1 stabilizer: 8; Ba/F3 V617F tox: -1; S1P4 antagonist: -10; Mdm2 ligase inh: -15; NPY-Y2 PAM-ag: 5; eIF4E 4G PPI: 1; PERK inhibitor: 0.9; S1P4 ag: 0.9

How did COc1c(C)oc2cc(O)ccc2c1=O do in these assays?
BaF3 parental: 4; Wee1 stabilizer: 0; Ba/F3 V617F tox: 1; S1P4 antagonist: -6; Mdm2 ligase inh: 13; NPY-Y2 PAM-ag: -7; eIF4E 4G PPI: -1[fluorescence artefact?]; PERK inhibitor: 0.2; S1P4 ag: 0.8

What do the screens show for `O=C(Cn1cncn1)c1ccc(F)cc1F`?
BaF3 parental: 8; Wee1 stabilizer: -2; Ba/F3 V617F tox: 1; S1P4 antagonist: 0; Mdm2 ligase inh: 4; NPY-Y2 PAM-ag: -4; eIF4E 4G PPI: 11[fluorescence artefact?]; PERK inhibitor: 1.3; S1P4 ag: 0.9

How did CC(=O)N(C)c1ccc(C(O)(C(F)(F)F)C(F)(F)F)cc1 do in these assays?
BaF3 parental: 2; Wee1 stabilizer: 0; Ba/F3 V617F tox: 1; S1P4 antagonist: 6; Mdm2 ligase inh: -9; NPY-Y2 PAM-ag: 0; eIF4E 4G PPI: 0; PERK inhibitor: 1.8; S1P4 ag: 0.0

What do the screens show for `CCCCOc1ccccc1C1NC(=O)NC(C)=C1C(=O)OCc1ccco1` (stereo not drawn)?
BaF3 parental: 3; Wee1 stabilizer: 5; Ba/F3 V617F tox: 1; S1P4 antagonist: -6; Mdm2 ligase inh: -9; NPY-Y2 PAM-ag: -17; eIF4E 4G PPI: -1; PERK inhibitor: -1.3; S1P4 ag: 0.3

How did O=C(O)C1=C[C@@H](C2CCCCC2)C[C@@H](OCCCCO)O1 do in these assays?
BaF3 parental: 0; Wee1 stabilizer: 4; Ba/F3 V617F tox: -3; S1P4 antagonist: 5; NPY-Y2 PAM-ag: -28; eIF4E 4G PPI: 2; PERK inhibitor: 1.2; S1P4 ag: 0.1

What do the screens show for `O=C(Nc1ccccc1Oc1ccccc1)C1CC1`?
BaF3 parental: 0; Wee1 stabilizer: 10*; Ba/F3 V617F tox: -6; S1P4 antagonist: -16; Mdm2 ligase inh: -43; NPY-Y2 PAM-ag: -4; eIF4E 4G PPI: 3; PERK inhibitor: -0.6; S1P4 ag: 1.5

How did CCCc1nc(SCC(=O)NNC(=O)C2CCCCC2)c2ccccc2n1 do in these assays?
BaF3 parental: 8; Wee1 stabilizer: -2; Ba/F3 V617F tox: -1; S1P4 antagonist: -12; Mdm2 ligase inh: -17; NPY-Y2 PAM-ag: 5; eIF4E 4G PPI: -3; PERK inhibitor: 1.3; S1P4 ag: 1.1

What do the screens show for `CCC(Oc1ccccc1)C(=O)NCCOC` (stereo not drawn)?
BaF3 parental: 6; Wee1 stabilizer: 3; Ba/F3 V617F tox: -4; S1P4 antagonist: -18; Mdm2 ligase inh: -7; NPY-Y2 PAM-ag: -1; eIF4E 4G PPI: -6; PERK inhibitor: -0.3; S1P4 ag: -0.4

How did Cn1c(N)c(C(=O)COc2ccc(C#N)cc2)c(=O)n(C)c1=O do in these assays?
BaF3 parental: 3; Wee1 stabilizer: 8; Ba/F3 V617F tox: 5; S1P4 antagonist: -3; Mdm2 ligase inh: -3; NPY-Y2 PAM-ag: 0; eIF4E 4G PPI: 1; PERK inhibitor: 0.0; S1P4 ag: 0.0

How did CCCSC1=N/C(=C/c2ccsc2)C(=O)N1c1ccccc1 do in these assays?
BaF3 parental: 6; Wee1 stabilizer: -2; Ba/F3 V617F tox: -3; S1P4 antagonist: -19; Mdm2 ligase inh: 0; NPY-Y2 PAM-ag: 17; eIF4E 4G PPI: 4; PERK inhibitor: 0.6; S1P4 ag: 1.1

Results for N#CCCN1CCN(S(=O)(=O)c2ccc(S(=O)(=O)NCc3ccccc3)cc2)CC1 ?
BaF3 parental: 1; Wee1 stabilizer: 0; Ba/F3 V617F tox: 1; S1P4 antagonist: -1; Mdm2 ligase inh: -10; NPY-Y2 PAM-ag: -7; eIF4E 4G PPI: 0; PERK inhibitor: -0.6; S1P4 ag: 0.0

Results for CSc1ncccc1C(=O)Nc1ccc(S(=O)(=O)NC2=NCCCCC2)cc1 ?
BaF3 parental: 8; Wee1 stabilizer: 2; Ba/F3 V617F tox: 4; S1P4 antagonist: -12; Mdm2 ligase inh: -10; NPY-Y2 PAM-ag: -1; eIF4E 4G PPI: -1; PERK inhibitor: 0.4; S1P4 ag: 0.0

How did Cc1ccc(-c2nnc(N3CCN(C(=O)COc4cccc(C)c4)CC3)c3ccccc23)cc1 do in these assays?
BaF3 parental: 6; Wee1 stabilizer: 1; Ba/F3 V617F tox: 5; S1P4 antagonist: 11; Mdm2 ligase inh: -22; NPY-Y2 PAM-ag: -20; eIF4E 4G PPI: -2; PERK inhibitor: -2.4; S1P4 ag: 1.1

Results for CCCONC(=O)Nc1ccccc1[N+](=O)[O-] ?
BaF3 parental: 1; Wee1 stabilizer: 1; Ba/F3 V617F tox: -3; S1P4 antagonist: -5; Mdm2 ligase inh: -11; NPY-Y2 PAM-ag: 0; eIF4E 4G PPI: -1; PERK inhibitor: 2.0; S1P4 ag: 0.4

What do the screens show for `O=C(CSc1cccc[n+]1[O-])Nc1c(Br)cc([N+](=O)[O-])cc1Br`?
BaF3 parental: -3; Wee1 stabilizer: -2; Ba/F3 V617F tox: -1; S1P4 antagonist: 2; Mdm2 ligase inh: -14; NPY-Y2 PAM-ag: -6; eIF4E 4G PPI: 2; PERK inhibitor: 1.0; S1P4 ag: 0.4

How did COc1cc(-c2nc3ccccc3c(=O)n2N)cc(OC)c1OC do in these assays?
BaF3 parental: 1; Wee1 stabilizer: -1; Ba/F3 V617F tox: -2; S1P4 antagonist: -14; Mdm2 ligase inh: 0; NPY-Y2 PAM-ag: 4; eIF4E 4G PPI: 17; PERK inhibitor: -0.1; S1P4 ag: 0.5

How did Cc1cc(C(=O)N/N=C/c2cccc(Cl)c2Cl)no1 do in these assays?
BaF3 parental: 1; Wee1 stabilizer: 2; Ba/F3 V617F tox: 2; S1P4 antagonist: -6; Mdm2 ligase inh: -5; NPY-Y2 PAM-ag: -3; eIF4E 4G PPI: 4; PERK inhibitor: 0.1; S1P4 ag: -2.6

What do the screens show for `CCC(C)[C@H](NC(=O)NCCC1=CCCCC1)C(=O)OC` (stereo partly drawn)?
BaF3 parental: -4; Wee1 stabilizer: 0; Ba/F3 V617F tox: 0; S1P4 antagonist: -2; Mdm2 ligase inh: -8; NPY-Y2 PAM-ag: 13; eIF4E 4G PPI: 1; PERK inhibitor: 1.0; S1P4 ag: -0.4

How did COc1ccc(N(C(C)C(=O)NCc2ccco2)S(C)(=O)=O)cc1 (stereo not drawn) do in these assays?
BaF3 parental: 2; Wee1 stabilizer: -1; Ba/F3 V617F tox: -2; S1P4 antagonist: 6; Mdm2 ligase inh: -1; NPY-Y2 PAM-ag: 8; eIF4E 4G PPI: -14; PERK inhibitor: -0.2; S1P4 ag: 3.9

What do the screens show for `O=C(NC1CSC/C1=N\O)c1ccccc1` (stereo not drawn)?
BaF3 parental: -1; Wee1 stabilizer: -3; Ba/F3 V617F tox: 0; S1P4 antagonist: 7; Mdm2 ligase inh: -5; NPY-Y2 PAM-ag: 5; eIF4E 4G PPI: 6; PERK inhibitor: 0.4; S1P4 ag: -0.4

What do the screens show for `CCCCNC(=O)n1c(=O)oc2ccc(Cl)cc21`?
BaF3 parental: -2; Wee1 stabilizer: -3; Ba/F3 V617F tox: 6; S1P4 antagonist: -6; Mdm2 ligase inh: -14; NPY-Y2 PAM-ag: -14; eIF4E 4G PPI: 9; PERK inhibitor: -0.3; S1P4 ag: -2.0

Results for CCNc1cc(N2CCCC2)ccc1[N+](=O)[O-] ?
BaF3 parental: 0; Wee1 stabilizer: -2; Ba/F3 V617F tox: 1; S1P4 antagonist: -4; Mdm2 ligase inh: -8; NPY-Y2 PAM-ag: 0; eIF4E 4G PPI: 1; PERK inhibitor: -0.2; S1P4 ag: 2.9

Results for O=C(Nc1cccc2ccccc12)/C(=C\c1cccc([N+](=O)[O-])c1)NC(=O)c1cccs1 ?
BaF3 parental: -1; Wee1 stabilizer: -1; Ba/F3 V617F tox: -2; S1P4 antagonist: 1; Mdm2 ligase inh: -1; NPY-Y2 PAM-ag: -1; eIF4E 4G PPI: 2; PERK inhibitor: -0.5; S1P4 ag: 0.8

How did COc1cc2c(cc1[N+](=O)[O-])n(C(C)C)c(=O)n2C(C)C do in these assays?
BaF3 parental: 3; Wee1 stabilizer: -3; Ba/F3 V617F tox: 5; S1P4 antagonist: -39; Mdm2 ligase inh: -9; NPY-Y2 PAM-ag: -5; eIF4E 4G PPI: -2; PERK inhibitor: -1.1; S1P4 ag: -0.5

What do the screens show for `Cc1cc(C(=O)CSc2nnc(-c3ccccc3)n2Cc2ccc3c(c2)OCO3)c(C)n1C`?
BaF3 parental: 6; Wee1 stabilizer: -1; Ba/F3 V617F tox: 3; S1P4 antagonist: 2; Mdm2 ligase inh: -11; NPY-Y2 PAM-ag: -15; eIF4E 4G PPI: -3; PERK inhibitor: -0.9; S1P4 ag: 0.0

What do the screens show for `O=c1c2cnn(-c3ccc(F)cc3)c2ncn1Cc1ccccc1`?
BaF3 parental: 4; Wee1 stabilizer: -2; Ba/F3 V617F tox: 0; S1P4 antagonist: -14; Mdm2 ligase inh: 3; NPY-Y2 PAM-ag: -5; eIF4E 4G PPI: -5[fluorescence artefact?]; PERK inhibitor: 1.5; S1P4 ag: 1.9
